Screening data from PubChem.
GLD-1 TGE inh = GLD-1/TGE RNA complex disruptors, primary screen, biochemical, fluorescence polarization. purified GLD-1 + fluorescein TGE RNA. actives 0.44% (n = 320,000). inhibition, % at 5.96 µM. AID 2280, 2010. Female germline-specific tumor suppressor gld-1 (Caenorhabditis elegans), Q17339;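 active means percent inhibition above a per-plate cutoff, the plate mean of test compounds plus 3 SD, cut at about 30% in these data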;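 further: 0% = DMSO wells with GLD-1 and probe and 100% = wells lacking GLD-1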
Target sequence (Q17339 whole entry, looked up): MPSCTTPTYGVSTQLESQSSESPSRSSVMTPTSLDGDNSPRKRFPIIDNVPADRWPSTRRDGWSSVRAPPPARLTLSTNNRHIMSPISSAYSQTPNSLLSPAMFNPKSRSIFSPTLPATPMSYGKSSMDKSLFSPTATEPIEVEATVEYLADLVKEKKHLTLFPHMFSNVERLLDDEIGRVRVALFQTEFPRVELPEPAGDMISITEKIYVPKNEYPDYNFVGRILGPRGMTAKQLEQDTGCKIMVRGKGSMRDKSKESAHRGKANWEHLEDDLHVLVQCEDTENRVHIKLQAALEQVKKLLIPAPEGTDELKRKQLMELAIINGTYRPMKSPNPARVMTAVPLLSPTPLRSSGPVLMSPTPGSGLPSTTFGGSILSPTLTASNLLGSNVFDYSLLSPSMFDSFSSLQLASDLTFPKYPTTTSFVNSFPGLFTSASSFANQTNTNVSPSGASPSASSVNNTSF
MEX-5 binding = MEX-5 zinc finger RNA-binding disruptors – biochemical, C. elegans, fluorescence polarization, MLPCN library, primary screen | MEX-5/FITC-TCR2 RNA binding; active compounds read low | activity score (negative = inhibition of binding), % at 10 µM | actives 0.38% (n = 300,000) | AID 1832, 2009;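 active means inhibition past about -25% in most replicates, and total fluorescence under double the plate's negative control median, limit read from the data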;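 further: 0% = DMSO and -100% = 5 µM competing unlabeled TCR2 RNA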
Efflux pump mplx = inhibitors of Candida efflux pumps in yeast, primary screen, S. cerevisiae, Nile Red, multiplex; S. cerevisiae Candida pump triplex; inhibition, % at 10 µM; actives 0.44% (n = 330,000);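 active means plate passing quality check with inhibition over a set limit, or well fluorescence over plate mean plus 4 SD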;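 further: Nile Red retained in pooled yeast measured as flow cytometry median fluorescence; 0% = buffer negative control and 100% = Enniatin B positive control; higher means more Nile Red kept so more efflux inhibition; some compounds called inactive have numbers as strong as hits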
Fam108B inh = mouse Fam108B serine hydrolase inhibitors, primary screen, counter-screen for RBBP9 inhibitor project, biochemical, fluorescence polarization | recombinant Fam108B, FP-Rh probe fluorescence polarization | inhibition, % at 9.51 µM | actives 0.33% (n = 300,000);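 active means inhibition above the screen mean inhibition plus 3 SD, computed separately per campaign, cut at about 18% in these data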;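 further: inhibitors lower polarization as less probe binds the enzyme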
GRK2 inh = compounds blocking aptamer binding on GRK2 – biochemical, human GRK2, bead flow cytometry, HTS, primary screen; Beta-adrenergic receptor kinase 1 (Homo sapiens), P25098; FAM-aptamer displacement from GRK2; actives 0.59% (n = 330,000); inhibition of aptamer binding, % at 10 µM; AID 488847, 2010;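 active means inhibition of aptamer binding above 40%, roughly 3 SD of noise, on plates passing a quality check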;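 further: median bead fluorescence of bound FAM aptamer so fluorescent compounds give negative values; no value below 0 was filed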
VLA-4 inh = inhibition in human VLA-4 binding assay, primary screen, VLA-4 allosteric modulator project, MLPCN library, flow cytometry, VLA-4 expressing cells; inhibition, % (about 7 µM as worked out from the volumes in the protocol); actives 0.2% (n = 330,000); ligand binding flow cytometry; Integrin alpha-4 (Homo sapiens), P13612; in the data active means inhibition above about 50%
MCL1 BIM primary = inhibitors of MCL1 binding to BIM-BH3, primary screen, biochemical, fluorescence polarization; Induced myeloid leukemia cell differentiation protein Mcl-1 (Homo sapiens), Q07820; GST-MCL1 / FITC-Bim-BH3 fluorescence polarization; inhibition, % at 10.9 µM; actives 0.68% (n = 320,000);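 active means inhibition above the mean inhibition of all tested compounds plus 3 SD, set per campaign, cut at about 40% in these data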;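 further: 0% = DMSO wells and 100% = unlabeled Bim-BH3 peptide control; higher means more loss of mP so more displacement of Bim peptide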
Target sequence (Q07820 whole entry, looked up): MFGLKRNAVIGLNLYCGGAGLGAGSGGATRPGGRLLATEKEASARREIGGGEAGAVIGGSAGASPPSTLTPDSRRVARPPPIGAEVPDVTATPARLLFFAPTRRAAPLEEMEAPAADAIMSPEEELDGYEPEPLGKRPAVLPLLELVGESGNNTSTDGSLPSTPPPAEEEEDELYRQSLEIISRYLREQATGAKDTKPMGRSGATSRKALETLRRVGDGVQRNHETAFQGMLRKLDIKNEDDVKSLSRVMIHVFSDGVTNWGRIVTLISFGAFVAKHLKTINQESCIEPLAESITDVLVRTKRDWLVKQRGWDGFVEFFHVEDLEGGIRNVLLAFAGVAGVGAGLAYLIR
PME-1 primary = PME-1 inhibitors via competitive probe labeling, primary screen, biochemical, fluorescence polarization, FP-Rh probe, HTS; Protein phosphatase methylesterase 1 (Homo sapiens), Q9Y570; recombinant PME-1; inhibition, % at 5.9 µM; actives 0.53% (n = 320,000); AID 2130, 2009;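 active means inhibition above the campaign mean of all compounds plus 3 SD, cut at about 26% in these data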;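 further: competitive labeling of PME-1 active site by serine hydrolase directed probe; 0% = PME-1 with DMSO and 100% = wells lacking PME-1 enzyme; inhibitors block probe labeling so polarization falls and inhibition rises; many of its hits are not listed in these tables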
Bcl-xL primary = inhibitors of human Bcl-xL, primary screen, biochemical, fluorescence polarization, HTS; Bcl-2-like protein 1 (Homo sapiens), Q07817; GST-Bcl-xL / FITC-Bim BH3 peptide fluorescence polarization; inhibition, % at 10.9 µM; actives 0.7% (n = 320,000);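 active means inhibition above the mean of all tested compounds plus 3 SD, cutoff set per campaign, cut at about 30% in these data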;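 further: 0% = DMSO wells and 100% = unlabeled Bim-BH3 peptide competitor; inhibitors lower millipolarization by displacing the labeled peptide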
Target sequence (Q07817 whole entry, looked up): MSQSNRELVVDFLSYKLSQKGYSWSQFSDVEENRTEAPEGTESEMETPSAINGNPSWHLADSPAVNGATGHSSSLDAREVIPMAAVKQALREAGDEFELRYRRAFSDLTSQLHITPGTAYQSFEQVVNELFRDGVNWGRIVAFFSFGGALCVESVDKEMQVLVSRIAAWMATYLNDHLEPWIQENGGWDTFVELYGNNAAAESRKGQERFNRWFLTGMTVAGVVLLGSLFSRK
* = called active by the depositor; nt = no result given. An excerpt; the hit share may differ from the screen's.

SMILES	GLD-1 TGE inh	MEX-5 binding	Efflux pump mplx	Fam108B inh	GRK2 inh	VLA-4 inh	MCL1 BIM primary	PME-1 primary	Bcl-xL primary
O=c1c(-n2cncn2)c[nH]n1-c1cccc(Cl)n1	0.4	1.5	-0.3	-0.9	0.0	-20.8	4.0	-4.5	7.7
Cc1ccc(C(=O)NCC(=O)OCC(=O)Nc2cccc(S(=O)(=O)N3CCCC3)c2)cc1C	7.2	1.2	-0.1	5.8	0.0	7.6	1.7	2.9	2.3
O=C(NCc1ccco1)/C(=C/c1ccc(F)cc1)NC(=O)c1ccccc1	10.4	-1.5	-0.1	1.3	0.0	3.9	-4.5	-0.7	5.0
C=CCn1c(-c2ccc(OC)cc2)nc2ccccc21	1.1	-0.1	0.0	1.0	2.0	12.9	-15.0	-4.4	-3.9
CCOC(=O)Cn1cc(C(=O)C(=O)N2CCOCC2)c2ccccc21	4.4	-0.1	0.5	2.9	2.0	-0.8	7.1	4.4	4.1
CCOC(=O)c1c(CC(C)C)csc1/N=C/C1=C(O)CCCC1=O	-84.0	2.2	-0.1	-3.3	3.0	-4.1	-73.4	-2.6	-50.1
CSc1ccc(/C=C/C(=O)c2c(O)cc(C)oc2=O)cc1	-24.7	-14.9	-0.2	-4.0	0.0	8.5	-29.8	-13.1	-28.9
CN(C(=O)CSc1nnc2ccccn12)C1CCS(=O)(=O)C1 (stereo not drawn)	-9.4	-1.7	-0.1	-3.4	0.0	2.0	-0.2	2.5	-1.9
COc1ccc(/C=N/NC(=O)c2cccnc2)cc1CN1CCc2ccccc2C1	-2.4	5.0	-0.1	-7.8	0.0	6.4	-3.8	-7.5	3.5
O=C(Nc1ccccc1O)c1ccccc1O	-5.2	-1.5	1.1*	-5.5	2.0	-0.8	-9.7	-4.3	-8.0
CN1CCN(C(CNS(=O)(=O)c2ccc([N+](=O)[O-])cc2)c2ccc(F)cc2)CC1 (stereo not drawn)	5.3	-1.4	0.0	-3.4	0.0	-1.7	-7.4	-5.6	1.8
Cc1ccc(S(=O)(=O)N2CCOCC2)cc1C(=O)Nc1ccccc1N1CCCC1	6.0	-0.6	-0.1	0.5	4.0	-6.6	-1.6	2.7	-1.6
COc1cc(C(=O)Nc2cccc3ncccc23)cc(OC)c1OC	4.4	1.4	0.2	-5.3	1.0	21.7	4.7	-2.4	2.6
CC(=O)NC(=S)Nc1ccccc1N1CCN(C(=O)c2ccccc2)CC1	-5.0	0.2	-0.1	-0.3	0.0	12.5	2.4	6.3	3.5
Cc1onc(-c2ccccc2Cl)c1C(=O)OCc1cnc(Cl)s1	4.3	-1.0	0.1	3.8	0.0	-4.7	5.0	-6.1	0.7
Cc1ccc(NCc2nnc(SCC(=O)Nc3ccccc3)n2CC2CCCO2)c(C)c1 (stereo not drawn)	-4.9	-1.3	0.4	2.5	0.0	-1.7	0.1	-4.1	0.3
Cc1cccn2cc(-c3ccc4c(c3)NC(=O)CO4)nc12	-0.7	1.2	0.0	7.2	0.0	-5.3	4.4	2.1	0.8
Cc1ccc(C2Nc3cccc4cccc(c34)N2)cc1	10.8	-0.6	0.0	10.3	5.0	-29.7	53.9*	1.7	31.7*
COC(=O)C1=C(C(=O)OC)[C@@H]2N(C)c3ccccc3[C@@]23C[C@@H](C(=O)OC)N(C(=O)COCc2ccccc2)C3=N1	-6.6	4.6	-0.1	3.0	0.0	-8.1	-4.3	5.0	1.1
Cc1cc(NC(=O)c2cccc(F)c2)ncc1NC(=O)c1ccco1	9.4	-0.3	0.1	2.2	1.0	1.7	5.6	0.1	5.3
COc1ccc(N(CC(=O)Nc2ccc(C)cc2C)S(=O)(=O)c2c(C)n[nH]c2C)cc1	-0.2	-1.3	0.0	0.8	5.0	29.4	-6.0	2.1	2.4
O=C(CNCc1ccc(Cl)cc1)NCc1ccco1	-2.6	1.6	0.0	-3.3	0.0	7.7	-8.9	1.3	1.2
COc1ccccc1NC(=O)C(=O)Nc1ccccn1	-1.3	-1.6	-0.1	-1.9	2.0	14.7	0.8	-0.5	5.7
CCn1c(SCC(=O)Nc2ccc(NC(C)=O)cc2)nnc1C1CC1	-1.5	-2.1	-0.2	1.0	0.0	4.2	5.6	-2.6	4.0
CN(C)CCNc1ncnc2c1cnn2-c1ccc(Cl)cc1	4.5	-0.9	0.2	1.1	0.0	22.2	4.2	0.4	1.0
Nn1c(Cc2cccc3ccccc23)nnc1SCC(=O)N1CC(=O)Nc2ccccc21	-1.9	0.7	0.0	3.7	0.0	1.3	-3.2	-3.4	-0.6
O=C(c1cccc([N+](=O)[O-])c1)N1CCN(C/C=C/c2ccccc2)CC1	2.4	-2.6	-0.1	0.1	1.0	7.3	3.6	3.8	1.4
CCN(c1cccc2ccccc12)S(=O)(=O)c1cccs1	5.8	nt	0.1	nt	0.0	4.4	nt	nt	nt
Cc1cc(S(=O)(=O)NCCCn2ccnc2)c(C)cc1Cl	4.9	-0.2	-0.1	3.5	0.0	-2.0	3.6	-0.4	-2.7
S=C(N/N=C/c1cccc2ccccc12)Nc1cccc(Cl)c1	3.3	3.0	-0.1	0.7	nt	-4.2	1.5	4.5	4.0
C/C(=N\NC(=O)C1(C)CC1(Br)Br)c1cccc(NC(=O)C(C)(C)C)c1 (stereo not drawn)	-0.3	1.1	0.0	1.0	1.0	13.9	6.6	-2.2	1.1
CCOc1ccccc1CN1CCNC(=O)C1CC(=O)N(C)CCc1cnn(C)c1 (stereo not drawn)	8.7	nt	-0.1	0.7	6.0	10.2	10.3	1.6	9.4
CCCOC(=O)c1c(NC(=O)/C=C/c2cnn(C)c2C)sc(C(=O)OCC)c1C	5.3	-0.8	0.2	-5.3	1.0	-15.1	-3.0	-9.6	-5.2
CCC(=O)Nc1nnc(SCc2ccc(F)cc2)s1	3.2	2.1	-0.1	5.7	0.0	3.2	-13.6	-2.3	-15.6
O=C(OCC(=O)N(CCc1ccccc1)Cc1ccccc1)c1ccccc1O	1.7	-1.1	-0.1	6.2	4.0	-2.5	-4.8	-3.6	-10.3
CN(C)CCNC(=O)c1cccc(S(=O)(=O)Nc2ccccc2F)c1	2.2	2.6	0.1	-0.3	1.0	-3.0	0.3	-4.2	3.0
O=C(NCc1ccco1)c1nc2c(nnn2Cc2cccc(Cl)c2)c(=O)[nH]1	2.1	0.1	-0.1	-2.5	0.0	6.3	7.6	0.8	6.7
CCCc1[nH]n(-c2ccc([N+](=O)[O-])cc2)c(=O)c1C=NCCc1ccc(OC)c(OC)c1	-2.6	-2.6	0.8*	-3.2	4.0	4.8	-5.8	-6.7	-2.2
O=C1CC(c2ccc3c(c2)OCO3)C2=C(CCCC2=O)N1 (stereo not drawn)	-8.1	0.0	-0.2	5.7	5.0	30.1	-0.2	8.0	3.0
O=C(Cc1n[nH]c(=O)c2ccccc12)NCc1ccccc1	-0.6	-1.3	-0.1	1.8	0.0	9.1	-3.3	-3.8	1.0
CCOC(=O)c1c(C)[nH]c(C)c1C(=O)CSc1nnc(-c2ccc(OC(F)F)cc2)o1	-5.8	-3.5	-0.1	-1.2	0.0	-0.9	-11.4	-9.5	-14.2
O=c1[nH]c(N2CCCCC2)nc2ncn(Cc3ccccc3)c12	-3.1	0.5	0.1	-1.1	0.0	4.2	-4.6	-8.2	-1.3
Cc1ccccc1Nc1nc(-c2sc(NC(=O)c3cccc(Cl)c3)nc2C)cs1	-13.0	0.8	0.3	5.0	3.0	-2.4	-2.0	7.6	-3.3
CCC(C)c1ccc(NC(=O)C2CCCN(c3ncccn3)C2)cc1 (stereo not drawn)	3.4	0.5	0.1	2.5	2.0	-2.1	-3.8	-7.0	0.4
CCn1c2ccccc2c2cc(NC(=O)CSc3nnc(-c4cccc(Cl)c4)o3)ccc21	6.1	-1.8	0.0	6.2	0.0	5.9	7.4	0.3	2.9
COc1ccc(CCNC(=O)[C@H](CCSC)NC(=O)N2CCn3c2nc2ccccc23)cc1OC	1.9	1.2	-0.1	0.6	0.0	12.7	-1.9	1.7	2.8
c1ccc(OCCCc2nc(-c3cccnc3)no2)cc1	4.2	1.6	-0.1	0.6	0.0	7.5	-4.3	-3.9	1.7
Cc1ccccc1NC(=O)Cc1nc(COC(=O)c2cc([N+](=O)[O-])ccc2NCCO)cs1	2.5	-6.8	-0.2	2.4	1.0	7.3	3.7	7.7	1.4
CN(C)CCn1c(NC(=O)c2ccc(Cl)cc2)nc2ccccc21	4.9	-2.1	0.0	1.6	0.0	7.4	-2.4	2.2	-3.4
OC[C@H]1OC(O)[C@H](O)[C@@H]1O (stereo partly drawn)	2.4	nt	0.3	-4.0	0.0	48.8	-0.6	3.4	1.9

Random excerpt: 2 records from the list.
SMILES	GLD-1 TGE inh	MEX-5 binding	Efflux pump mplx	Fam108B inh	GRK2 inh	VLA-4 inh	MCL1 BIM primary	PME-1 primary	Bcl-xL primary
OC[C@H]1OC(O)[C@H](O)[C@@H]1O (stereo partly drawn)	2.4	nt	0.3	-4.0	0.0	48.8	-0.6	3.4	1.9
Cc1ccccc1Nc1nc(-c2sc(NC(=O)c3cccc(Cl)c3)nc2C)cs1	-13.0	0.8	0.3	5.0	3.0	-2.4	-2.0	7.6	-3.3

Continuation:
SMILES	GLD-1 TGE inh	MEX-5 binding	Efflux pump mplx	Fam108B inh	GRK2 inh	VLA-4 inh	MCL1 BIM primary	PME-1 primary	Bcl-xL primary
COc1ccc(-n2c(SCC(=O)N/N=C(\C)c3cccnc3)nc3ccccc3c2=O)cc1	2.2	0.3	0.1	-0.7	4.0	-6.9	2.8	7.3	2.1
O=C(NCCN1CCCC1)c1ccc(Cl)cc1Cl	-12.3	1.4	-0.1	-5.5	0.0	0.0	4.0	7.3	-6.0
O=C(NC1CCS(=O)(=O)C1)c1ccc(S(=O)(=O)N2CCCCC2)cc1 (stereo not drawn)	5.9	-0.9	-0.1	0.2	0.0	3.0	-4.3	6.7	2.3
O=C(Oc1cccc(F)c1)c1ccc2c(=O)n3c(nc2c1)CCC3	-1.2	1.6	0.0	-4.2	2.0	3.3	-6.0	-0.1	1.0
CCOC(=O)N1CCC(NC(=O)C2CCN(C(=O)c3cc4sccc4n3CC)CC2)CC1	5.0	0.9	-0.1	-0.6	0.0	2.6	5.0	-3.8	5.7
CCOP(=O)(OCC)c1ccc2ccc3ccccc3c(=O)c2c1	3.5	nt	0.4	nt	2.0	9.1	nt	nt	nt
COc1ccc(CSc2n[nH]c(C)n2)cc1[N+](=O)[O-]	-0.1	-2.3	0.1	-1.1	3.0	7.0	8.3	-3.2	6.4
CCc1ccccc1N(CC(=O)NCCc1ccccc1)C(=O)CCC(=O)Nc1ccccn1	11.3	1.1	-0.1	1.2	0.0	-16.2	7.6	0.5	8.0
Cc1ccc(S(=O)(=O)n2nc(OC(=O)C(C)(C)C)cc2N)cc1	-3.4	-4.0	0.0	-2.5	0.0	0.4	0.8	0.8	-4.8
COc1cc(C(=O)Nc2oc(-c3ccccc3)c(-c3ccccc3)c2C#N)cc(OC)c1OC	-1.6	-0.9	0.1	-3.7	0.0	-8.6	3.1	2.3	3.3
